Assay outcomes as filed in PubChem.
EPAC2 antagonist = qHTS for Antagonist of cAMP-regulated guanine nucleotide exchange factor 2 (EPAC2): primary screen; Rap guanine nucleotide exchange factor 4 (Homo sapiens), Q8WZA2; EPAC2 GEF exchange of Rap1B-BODIPY-GDP, fluorescence; Potency, µM (titrated, usually from 114 µM), for inactives: top-dose activity, negative = inhibition, hits mostly inhibitors; 360,000 tested, 0.18% active; further: on the % scale 0 is the no-effect control and ±100 the full control effect; nearly all actives have a fitted effect of over 45% in size; many of its hits are not listed in these tables
PTHR1 agonist = qHTS for PTHR1 Agonists: Primary Screen; Parathyroid hormone/parathyroid hormone-related peptide receptor (Homo sapiens), Q03431; HEK293 GP2 PTHR1 cells, GloSensor cAMP luminescence, 1 h; Potency, µM (series often up to 115 µM), for the others: at the highest dose activation, hits mostly activators; 410,000 tested, 0.075% active; further: nearly all actives have a fitted effect of over 55% in size; some results filed as inactive show a strong effect at the top dose; inactives centre near -15; many of its hits are not listed in these tables
Target sequence (Q03431 whole entry, looked up): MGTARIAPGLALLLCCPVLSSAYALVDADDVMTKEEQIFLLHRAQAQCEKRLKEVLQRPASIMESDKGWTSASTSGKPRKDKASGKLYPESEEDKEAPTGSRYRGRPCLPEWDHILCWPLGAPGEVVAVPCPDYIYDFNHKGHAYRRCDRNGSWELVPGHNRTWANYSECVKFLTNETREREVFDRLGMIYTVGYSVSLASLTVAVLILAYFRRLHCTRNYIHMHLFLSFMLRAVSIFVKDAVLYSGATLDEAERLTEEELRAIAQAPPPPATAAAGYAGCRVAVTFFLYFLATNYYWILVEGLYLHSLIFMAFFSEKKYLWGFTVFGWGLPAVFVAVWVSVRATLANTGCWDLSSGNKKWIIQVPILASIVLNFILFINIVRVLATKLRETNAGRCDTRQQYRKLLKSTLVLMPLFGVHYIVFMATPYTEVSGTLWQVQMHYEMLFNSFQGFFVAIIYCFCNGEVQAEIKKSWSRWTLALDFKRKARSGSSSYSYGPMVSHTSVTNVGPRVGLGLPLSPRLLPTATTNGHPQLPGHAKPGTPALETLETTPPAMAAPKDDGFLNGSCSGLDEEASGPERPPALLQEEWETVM
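HEK-293-derived GP2 cells expressing PTHR1 and a GloSensor cAMP reporter, 3,000/well, plated overnight, given luciferin plus IBMX (each 0.5 mM as added) for 1 h at 37 °C, then compound for 1 h at 37 °C. Luminescence was read after 15 min at room temperature.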
EPAC2 agonist = qHTS for Agonist of cAMP-regulated guanine nucleotide exchange factor 4 (EPAC2): primary screen | Rap guanine nucleotide exchange factor 4 (Homo sapiens), Q8WZA2 | EPAC2 activation, biochemical qHTS; response scale: 100% = 6.5 mM cAMP response | Potency, µM (top dose mostly 154 µM), inactives show top-dose activation, usual class: activators | 360,000 tested, 0.079% active; further: nearly all actives have a fitted effect of over 50% in size
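Exchange assay: 100 nM EPAC2 with 250 nM Rap1B-BODIPY-GDP and 50 uM GDP. Fluorescence (ex 480/em 540 nm) read every 5 min for 30 min at room temperature. Data normalized to 6.5 mM cAMP as agonist control.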
FUS yeast rescue = qHTS for Suppressors of FUS Proteinopathy: Primary screen using FUS-linked yeast assay; S. cerevisiae FUS-expressing, growth rescue, OD600, 24 h; 390,000 tested, 0.24% active; Potency, µM (top dose mostly 76.6 µM), without a hit: at the top dose growth rescue (activation), hits mostly activators; AID 1347120, 2019;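 further: plate controls were DMSO vehicle for no effect and reference control for full effect; nearly all actives have a fitted effect of over 55% in size; some results filed as inactive show a strong effect at the top dose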
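Toxicity suppression screen in FUS-yeast. Cells induced with 2% galactose, starting OD 0.005, treated 24hr at 30C with compounds at multiple final concentrations; growth by OD600.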
TDP43 rescue = qHTS of TDP-43 Inhibitors; 410,000 tested, 1.8% active; Potency, µM (series often up to 46.1 µM), for the others: at the top dose growth rescue (activation), usual class: activators; TDP-43 expressing yeast growth rescue, BacTiter-Glo, 24 h; further: % of control where 0% means no effect; nearly all actives have a fitted effect of over 50% in size
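Growth rescue of TDP-43-toxic yeast measured as ATP luminescence (BacTiter-Glo). Cells grown to mid-log in raffinose, induced in galactose at OD600=0.02, exposed to compound 24 hr at 30 deg C.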
EPAC1 ag = qHTS for Agonist of cAMP-regulated guanine nucleotide exchange factor 3 (EPAC1): primary screen; Rap guanine nucleotide exchange factor 3 (Homo sapiens), O95398; 360,000 tested, 0.073% active; Potency, µM (doses to about 154 µM), inactives show at the highest dose activation, hits mostly activators; EPAC1 agonist qHTS, biochemical assay; response scale: 100% = response to 6.5 mM cAMP; AID 720707, 2013; further: nearly all actives have a fitted effect of over 60% in size
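Nucleotide exchange assay: 100 nM EPAC1 with 250 nM Rap1B loaded with BODIPY-GDP and 50 uM GDP, room temperature. Fluorescence (480/540 nm) read every 5 min for 30 min; signal change normalized to 6.5 mM cAMP as full agonist.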
EPAC1 antag = qHTS for Antagonist of cAMP-regulated guanine nucleotide exchange factor 3 (EPAC1): primary screen. Rap guanine nucleotide exchange factor 3 (Homo sapiens), O95398. EPAC1 GEF assay, Rap1b-BODIPY-GDP exchange fluorescence. Potency, µM (top dose mostly 115 µM), inactives show at the top dose activity change, negative = inhibition, actives largely listed as inhibitors. 360,000 tested, 0.14% active. AID 720709, 2013;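 further: plate controls were vehicle for no effect and positive control for full effect; nearly all actives have a fitted effect of over 50% in size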
aSyn rescue = qHTS of alpha-syn Inhibitors; Yeast expressing alpha-synuclein, growth rescue, BacTiter-Glo, 24 h; Potency, µM (doses to about 46.1 µM), inactives show at the top dose growth rescue (activation), actives largely listed as activators; 370,000 tested, 0.14% active; AID 652106, 2013; further: % of control where 0% means no effect; nearly all actives have a fitted effect of over 65% in size
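Rescue of yeast growth: cells expressing toxic alpha-synuclein, induced in galactose at OD600 0.02, incubated with compound 24 h at 30 C. ATP luminescence quantified growth; inhibitors of toxicity appear as activators.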
Numbers without * were called inactive; i = inactive; ? = inconclusive; · = no result given; & = joins results of further samples; [ ] = remark or other dose. The call rests on the fitted dose curve; in most records, active means well fitted curve in the direction sought with a large enough effect; inconclusive means small, poorly fitted or top-dose-only effect, or another doubt; inactive means no such curve, though single readings can be large; an effect the other way counts as inactive or inconclusive. Potency means the concentration at half of the fitted maximal effect. Not all compounds are listed; rates above refer to the full screens.

SMILES | EPAC2 antagonist | PTHR1 agonist | EPAC2 agonist | FUS yeast rescue | TDP43 rescue | EPAC1 ag | EPAC1 antag | aSyn rescue
Cc1nn(-c2ccccc2)c2c1C(c1ccc([N+](=O)[O-])cc1)N1C(=N2)C(=O)Nc2ccccc21 (configuration not stated) | -3% | -21% | 11% | 31% | 17% | 11% | -26% | 0%
Cc1c(Cl)c([N+](=O)[O-])nn1CC(=O)Nc1c(C)n(C)n(-c2ccccc2)c1=O | 6% | 7%[57.5 µM] | 9% | -10% | 9% | 0% | 0% | 0%
O=C(NCCNS(=O)(=O)c1ccccc1Cl)c1cc(OCC(F)(F)F)ccc1OCC(F)(F)F | -20% | ? | -7% | 53% | -9% | -24% | -16% | 7%
CCOC(=O)Cn1c(=NC(=O)CN2C(=O)CCC2=O)sc2cc(S(N)(=O)=O)ccc21 | -8% | ? | 5% | 16% | -16% | -1% | 6% | -4%
CC(c1ccccc1)n1c(CO)nc2ccccc21 (configuration not stated) | -11% | i | 5% | -15% | -18% | 7% | -6% | -2%
COc1ccc(C(=O)OCC(O)COC(=O)c2ccc(OC)cc2)cc1 | -10% | -3% | 3% | 23% | 19% | -2% | 2% | 2%
O=c1c2ccccc2c2c(O)nc(-c3ccccc3)n2n1Cc1ccccc1 | -6% | i | -14% | -24% | 1% | 5% | -4% | -5%
O=C(NCc1ccc2c(c1)OCO2)Nc1ccc2nsnc2c1 | -1% | i | -1% | 6% | 11% | 8% | -2% | -10%
Cc1cccn2c(=O)c3cc(C(=O)NC4CCCC4)c(=N)n(CC4CCCO4)c3nc12 (configuration not stated) | 4% | i | 2% | 17% | -3% | -2% | -10% | ?
O=C(NCCc1ccco1)c1nn(Cc2ccccc2)c(=O)c2ccccc12 | -3% | i | 2% | 15% | 23% | 3% | -2% | 0%
CCC(=O)N1CCc2cc(S(=O)(=O)NCCN3CCC(C)CC3)ccc21 | 0% | -2% | -11% | 9% | 0% | 1% | 1% | 7%
COc1ccc(S(=O)(=O)NCCC(=O)N2CCCN(C)CC2)cc1 | 2% | i | 8% | 4% | 14% | 2% | 17% | 2%[1.84 µM]
Cn1nc(C(F)(F)F)c(/C=N/OC(=O)c2ccccc2Cl)c1SCc1ccc(Cl)cc1 | -7% | -7% | 10% | 3% | 1% | 4% | 1% | 14%
O=C(NCc1ccccn1)C(=O)NCC1OCCN1S(=O)(=O)c1ccc(Br)cc1 (configuration not stated) | -5% | i | 6% | · | -12% | 11% | -8% | 1%
CCn1c(SCC(=O)N2CCCc3ccccc32)nc2cccnc21 | 4% | i | 6% | -3% | ? | -2% | -10% | -10%
CCOc1ccc(NC(=O)CCc2c(C)nn(-c3ccc(N4CCCCC4)nn3)c2C)cc1 | 0% | -12% | -2% | 32% | -16% | 4% | 5% | 0%
COCCn1nnnc1C(c1cc2ccc(OC)cc2[nH]c1=O)N1CCN(C2CCCCC2)CC1 (configuration not stated) | -1% | -4%[57.5 µM] | -1% | 25% | -14% | 3% | 7% | 0%
O=C(O)COc1ccc(Nc2ccccc2)cc1 | 6% | 16% | 3% | 8% | -9% | 2% | 3% | -5%
Cc1ccc2cc(CCNC(=O)c3ccc(C)c([N+](=O)[O-])c3)c(=O)[nH]c2c1 | 0% | -41%[inhibitor] | -7% | · | 0% | -7% | -11% | -1%
O=C(Cn1c(=O)n(Cc2ccco2)c(=O)c2c3c(sc21)CCCCC3)c1ccccc1 | 7% | i | 2% | ? | -10% | 13% | ? | 21%
CCOC(=O)C1CCN(c2ncnc3c2cnn3-c2ccc(Cl)cc2)CC1 | -11% | i | 5% | · | 3% | 1% | -2% | 0%
O=C(CCC1CCCC1)NCCCNC(=O)CCC1CCCC1 | 5% | -1% | -3% | 15% | 19% | 1% | 16% | 1%
Cc1ccc(S(=O)(=O)/N=C2/NC(=O)/C(=C\c3ccco3)S2)cc1 | -9% | -18% | -8% | · | 2% | -4% | 1% | 5%
COc1cc(C(=O)N(Cc2ccccc2)c2cccc(C)c2)ccc1OC(F)F | 7% | -50%[inhibitor] | 5% | · | 0% | 1% | -16% | -15%
O=c1c2c3c(sc2nc2n1CCC2)CCC3 | -4% | -1%[57.5 µM] | -8% | -22% | 3% | 7% | 2% | 2%
COc1ccccc1[C@@H]1C(c2cccc(Cl)c2)=NN(c2ccccc2)[C@H]1C(=O)N1CCOC1=O | -7% | -25% | 11% | ? | 21% | 6% | 10% | 10%
O=C(NCCO)C1(c2ccccc2)CCCC1 | 6% | i | 0% | -4% | 9% | 9% | -21% | 5%
Fc1ccc(CCNc2ncnc3[nH]ncc23)cc1 | 2% | -34% | 15% | · | -1% | 1% | -11% | -4%
CC1(C)CC(=O)C2=C(C1)c1c(ccc3ncccc13)NC2c1cccs1 (configuration not stated) | 2% | i | -5% | -5% | 0% | -8% | -3% | 4%
CCOC(=O)C1CCN(C(c2cc(OC)c(OC)c(OC)c2)c2sc3nc(C)nn3c2O)CC1 (configuration not stated) | 4% | -20% | 7% | 6% | 12% | -14% | ? | 0%
Cc1cccc(NC(=O)CN(C2=NC3CS(=O)(=O)CC3S2)c2ccccc2F)c1 (configuration not stated) | -19% | -32%[inhibitor] | -7% | -22% | 15% | -7% | -11% | -7%
COc1cccc(CNC(=O)c2cccnc2Sc2ccccc2)c1 | -7% | i | 9% | 6% | 18% | 13% | 16% | 0%
CCS(=O)(=O)Nc1ccc(C2=NN(C(=O)c3ccco3)C(c3cccc(F)c3)C2)cc1 (configuration not stated) | -15% | -41%[inhibitor] | 6% | -8% | 9% | -9% | -7% | 5%
C=CCn1c(=O)[nH]c2cc(C(=O)N3CCN(c4cc(C)ccc4C)CC3)ccc2c1=O | 3% | -16% | 9% | 28% | 13% | 3% | -3% | -3%
CC(C)N1CC(C(=O)Nc2ccccc2)CC1=O (configuration not stated) | -7% | -29%[57.5 µM] | 1% | -67%[inhibitor] | -7% | 2% | -8% | 0%
O=C(NCc1ccc2c(c1)OCO2)c1ccc2c(c1)N(Cc1c(F)cccc1Cl)C(=O)CS2 | 15% | -67%[inhibitor] | 12% | 20% | -17% | 6% | 23% | -4%
CC1CC(CCC(=O)NC(=S)Nc2ccc(Cl)cn2)C(=O)O1 (configuration not stated) | 1% | i | 0% | 9% | 26% | -9% | -4% | 1%
CCOC(=O)C1CCN(C(=O)CCc2nnc3ccc(NCc4ccco4)nn23)CC1 | -8% | -43%[inhibitor] | -6% | 20% | 7% | 2% | -6% | 5%
Brc1ccc(-c2nnc3n2C2(CCCC2)Cc2ccccc2-3)o1 | 1% | i | 2% | -4% | ? | 1% | 1% | 2%
CCC(N1CCOC1=O)S(=O)(=O)c1ccc(C)cc1 (configuration not stated) | 1% | i | -3% | 21% | -7% | -3% | 3% | 0%
CCN(CC)C(=O)c1ccc(O)c(OC)c1 | -2% | -7% | 5% | -42% | -10% | -7% | 27% | 0%&7%
CCCNC(=O)c1ccc(C2SCC(=O)N2CCc2ccccc2)cc1 (configuration not stated) | -3% | -51%[inhibitor] | 0% | 31% | 10% | -13% | -6% | 5%
Cc1ccc(S(=O)(=O)N(C)C)cc1NC(=O)COC(=O)/C=C/c1cccs1 | 11% | -32%[inhibitor] | 14% | 8% | 14% | 7% | -1% | 0%
Brc1ccc(-c2csc3ncnc(-n4nnc5ccccc54)c23)cc1 | 1% | -63%[inhibitor] | 14% | · | ? | 13% | -16% | -3%
COc1cc(OC)cc(-n2c3nc4ccccc4nc3c3c(=O)n(CC4CCCO4)cnc32)c1 (configuration not stated) | 1% | -12% | -10% | 14% | -10% | -3% | 13% | -1%
Cc1ccc(C(=O)Nc2c3c(nn2C(C)(C)C)CS(=O)(=O)C3)cc1[N+](=O)[O-] | 2% | -1% | 4% | 5% | 2% | -6% | -22% | 1%
CCC1CCCCN1C(=S)NC(=O)c1cc(Br)ccc1Cl (configuration not stated) | -12% | -31%[inhibitor] | 14% | 22% | 28µM* | 13% | -11% | ?
Cc1cc(OCC(=O)OCC(=O)NC2CCCCCC2)ccc1Cl | -7% | -14% | -1% | -7% | 10% | 7% | -15% | 16%
O=C(c1c(F)cccc1Cl)N1CCN(S(=O)(=O)c2ccc3c(c2)OCCCO3)CC1 | 0% | i | 8% | · | 14µM* | 2% | -3% | 6%
CCOC(=O)CNC(=O)COc1coc(CN2CCN(Cc3ccccc3)CC2)cc1=O | 5% | -9% | 2% | -38% | 7% | -13% | -4% | -4%
Cc1ccsc1/C=N/n1c(=S)[nH]nc(C)c1=O | 15% | 27% | 11% | · | -8% | 10% | 4% | 0%
O=C(NCc1ccccc1Cl)C1CCC(CNc2nc(=S)[nH]c3ccccc23)CC1 (configuration not stated) | 7% | -43% | 7% | 24% | -19% | -2% | -3% | 1%
CCC(=O)N1CCN(c2ccc(NC(=O)COc3cccc(C)c3C)cc2)CC1 | -9% | -41%[inhibitor] | -1% | -17% | 24% | 8% | -3% | 0%

Quoted at random: five records from the list.
SMILES | EPAC2 antagonist | PTHR1 agonist | EPAC2 agonist | FUS yeast rescue | TDP43 rescue | EPAC1 ag | EPAC1 antag | aSyn rescue
O=C(c1c(F)cccc1Cl)N1CCN(S(=O)(=O)c2ccc3c(c2)OCCCO3)CC1 | 0% | i | 8% | · | 14µM* | 2% | -3% | 6%
COc1cc(OC)cc(-n2c3nc4ccccc4nc3c3c(=O)n(CC4CCCO4)cnc32)c1 (configuration not stated) | 1% | -12% | -10% | 14% | -10% | -3% | 13% | -1%
Cc1cc(OCC(=O)OCC(=O)NC2CCCCCC2)ccc1Cl | -7% | -14% | -1% | -7% | 10% | 7% | -15% | 16%
CCC1CCCCN1C(=S)NC(=O)c1cc(Br)ccc1Cl (configuration not stated) | -12% | -31%[inhibitor] | 14% | 22% | 28µM* | 13% | -11% | ?
CCOC(=O)CNC(=O)COc1coc(CN2CCN(Cc3ccccc3)CC2)cc1=O | 5% | -9% | 2% | -38% | 7% | -13% | -4% | -4%
